ASK1 inh: ASK1 kinase inhibitors, primary screen, biochemical, AlphaScreen; Mitogen-activated protein kinase kinase kinase 5 (Homo sapiens), Q99683; AlphaScreen MKK6 phosphorylation by ASK1, luminescence; inhibition, % at 7.44 µM; actives 0.99% (n = 22,000); in the data active means inhibition above about 35%;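 further: 0% = median of compound wells and 100% = no enzyme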
ULK1 primary: ULK1 kinase inhibitors, primary screen, biochemical, AlphaScreen; Serine/threonine-protein kinase ULK1 (Homo sapiens), O75385; AlphaScreen Atg13 phosphorylation by ULK1, luminescence; inhibition, % at 5.96 µM; actives 1.9% (n = 30,000); AID 1259251, 2017; in the data active means inhibition above about 43%;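 further: 0% = median of compound wells and 100% = no enzyme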
Target sequence (O75385 whole entry, looked up): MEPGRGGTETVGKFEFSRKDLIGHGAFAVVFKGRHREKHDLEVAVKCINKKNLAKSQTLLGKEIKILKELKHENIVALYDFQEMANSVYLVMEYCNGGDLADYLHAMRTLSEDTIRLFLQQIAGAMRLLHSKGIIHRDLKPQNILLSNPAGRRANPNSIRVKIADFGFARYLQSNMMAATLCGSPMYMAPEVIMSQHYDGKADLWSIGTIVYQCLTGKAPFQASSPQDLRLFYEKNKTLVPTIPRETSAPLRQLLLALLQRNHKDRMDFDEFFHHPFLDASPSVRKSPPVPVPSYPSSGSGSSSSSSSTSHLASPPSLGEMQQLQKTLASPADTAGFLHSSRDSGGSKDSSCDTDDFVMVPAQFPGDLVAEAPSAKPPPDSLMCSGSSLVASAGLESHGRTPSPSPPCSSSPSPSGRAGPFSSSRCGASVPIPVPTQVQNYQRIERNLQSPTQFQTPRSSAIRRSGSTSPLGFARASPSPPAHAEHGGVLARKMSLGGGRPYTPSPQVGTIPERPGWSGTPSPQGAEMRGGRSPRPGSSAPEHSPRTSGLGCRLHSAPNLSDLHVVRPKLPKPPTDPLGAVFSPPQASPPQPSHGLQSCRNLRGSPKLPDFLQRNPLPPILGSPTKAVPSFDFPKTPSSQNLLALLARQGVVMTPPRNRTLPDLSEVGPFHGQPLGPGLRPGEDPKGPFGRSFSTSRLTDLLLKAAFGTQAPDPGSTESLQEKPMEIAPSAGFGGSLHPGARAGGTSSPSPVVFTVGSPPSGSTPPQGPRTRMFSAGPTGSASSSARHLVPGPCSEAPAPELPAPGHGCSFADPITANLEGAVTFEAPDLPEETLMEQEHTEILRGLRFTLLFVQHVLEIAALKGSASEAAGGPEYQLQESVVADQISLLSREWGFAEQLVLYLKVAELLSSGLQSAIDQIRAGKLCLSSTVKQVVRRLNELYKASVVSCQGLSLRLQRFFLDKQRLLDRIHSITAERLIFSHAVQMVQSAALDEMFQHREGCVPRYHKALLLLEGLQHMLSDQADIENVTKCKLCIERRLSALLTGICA
Numbers without * were called inactive; . = not tested or not shown. The list is partial; the hit share may differ from the screen's.

#1 O=C1c2ccccc2C(=O)C1C(=O)C(c1ccccc1)c1ccccc1
#2 NCC(O)c1cccc(O)c1 (stereo not drawn)
#3 O=C/C=C/c1ccccc1
#4 C[C@H]1CN(C2CCC(C#N)(c3ccc(F)cc3)CC2)CC[C@@]1(C(=O)O)c1ccccc1 (stereo partly drawn)
#5 CCN1CCN(c2c(N)cccc2Cl)CC1

screen / no.	1	2	3	4	5
ASK1 inh	.	.	.	.	-11
ULK1 primary	-7	1	-6	-3	5

#6 COc1ccccc1N1CCN(CCc2c[nH]c3cc4c(cc23)OCO4)CC1
#7 CCC1(CC)C(=O)C=CNC1=O
#8 CC(=O)O[C@@]12CO[C@@H]1C[C@H](O)[C@@]1(C)C(=O)[C@H](O)C3=C(C)[C@@H](O)C[C@@](O)([C@@H](OC(=O)c4ccccc4)C12)C3(C)C (stereo partly drawn)
#9 CN[C@@H](C)[C@@H](O)c1ccccc1
#10 CC(CC(C#N)(c1ccccc1)c1ccccc1)N1CCCCC1 (stereo not drawn)

screen / no.	6	7	8	9	10
ASK1 inh	.	.	.	.	.
ULK1 primary	14	5	-5	-4	10

#11 CCC1(c2ccccc2)C(=O)NC(=O)NC1=O
#12 N[C@@H](Cc1ccc(N(CCCl)CCCl)cc1)C(=O)O
#13 C=C(C)[C@H]1Cc2c(ccc3c2O[C@@H]2COc4cc(OC)c(OC)cc4[C@@H]2C3=O)O1
#14 Oc1ccc2[nH]cc(CCCCN3CC=C(c4ccccc4)CC3)c2c1
#15 NCC(O)c1ccc(O)cc1 (stereo not drawn)

screen / no.	11	12	13	14	15
ASK1 inh	.	.	.	.	.
ULK1 primary	-20	4	-5	1	16

#16 CC(C)NC1C2CCC(CC2)C1(O)c1ccc(Cl)c(Cl)c1 (stereo not drawn)
#17 CC(O)(CS(=O)(=O)c1ccc(F)cc1)C(=O)Nc1ccc(C#N)c(C(F)(F)F)c1 (stereo not drawn)
#18 CC(C)CC(N(C)C)C1(c2ccc(Cl)cc2)CCC1 (stereo not drawn)
#19 CCC1(CCC(C)C)C(=O)NC(=O)NC1=O
#20 CC(CO)NC(=O)C1C=C2c3cccc4[nH]cc(c34)C[C@H]2N(C)C1 (stereo partly drawn)

screen / no.	16	17	18	19	20
ASK1 inh	.	.	.	.	.
ULK1 primary	-5	0	-3	9	22

#21 O=C(N/N=C/c1ccc([N+](=O)[O-])o1)c1cc([N+](=O)[O-])cc([N+](=O)[O-])c1O
#22 COC(=O)C(Cl)C(=O)OC
#23 Fc1ccc(C(OCCN2CCN(CCCc3ccccc3)CC2)c2ccc(F)cc2)cc1
#24 CCOC(=O)C[n+]1ccc(-c2cc[n+](CC(=O)OCC)cc2)cc1
#25 CCC(C)[C@H]1O[C@]2(C=C[C@@H]1C)C[C@@H]1C[C@@H](C/C=C(\C)[C@@H](OC3C[C@H](OC)C(O[C@H]4C[C@H](OC)[C@@H](O)[C@H](C)O4)[C@H](C)O3)[C@@H](C)/C=C/C=C3\CO[C@@H]4[C@H](O)C(C)=C[C@@H](C(=O)O1)[C@]34O)O2 (stereo partly drawn)

screen / no.	21	22	23	24	25
ASK1 inh	.	.	.	.	.
ULK1 primary	25	-4	-2	-2	13

#26 COC(=O)C1=CCCN(C)C1
#27 CN(C)C(=O)Oc1cc(OC(=O)N(C)C)cc(C(O)CNC(C)(C)C)c1 (stereo not drawn)
#28 CCN1CCN(c2nc(C)cc(=O)[nH]2)CC1
#29 C#CCN(C)C(C)Cc1ccccc1 (stereo not drawn)
#30 CCCCn1c(=O)c(C(=O)NCCCO)c(O)c2ccccc21

screen / no.	26	27	28	29	30
ASK1 inh	.	.	.	.	.
ULK1 primary	-19	-12	-11	-11	1

#31 CCC(=O)OC(Cc1ccccc1)(c1ccccc1)[C@H](C)CN(C)C (stereo partly drawn)
#32 O=[N+]([O-])c1ccc(NCCCCNc2ccc([N+](=O)[O-])c3cccnc23)c2ncccc12
#33 CC(Cc1ccccc1)[n+]1cc(/N=C(\[O-])Nc2ccccc2)on1 (stereo not drawn)
#34 CC(C)(O)C(Cl)(Cl)Cl
#35 CC(C)=CC1C(C(=O)OCc2cccc(Oc3ccccc3)c2)C1(C)C (stereo not drawn)

screen / no.	31	32	33	34	35
ASK1 inh	.	.	.	.	.
ULK1 primary	95*	-6	8	7	0

#36 CN1C[C@@H](NS(=O)(=O)N(C)C)C[C@@H]2c3cccc4c3c(cn4C)C[C@H]21
#37 COc1cccc(CN(C)C(=O)c2cn(CCN3CCCC3)c3cc(-c4cn[nH]c4)ccc23)c1
#38 O=[N+]([O-])C(Br)(CO)CO
#39 NC1CC1c1ccccc1 (stereo not drawn)
#40 CN(c1ccc2[nH]ncc2c1)C1CCNCC1

screen / no.	36	37	38	39	40
ASK1 inh	.	-12	.	.	14
ULK1 primary	9	6	12	-3	11

#41 O=[N+]([O-])c1cc(I)c(O)c(I)c1
#42 CNC(C)Cc1ccc(O)cc1 (stereo not drawn)
#43 OC(c1ccccc1)(c1ccccc1)C1CCNCC1
#44 O=C1CN=C(c2ccccc2Cl)c2cc([N+](=O)[O-])ccc2N1
#45 CC(C)(C)OC(=O)c1ncn2c1[C@@H]1CCCN1C(=O)c1c(Br)cccc1-2

screen / no.	41	42	43	44	45
ASK1 inh	.	.	.	.	.
ULK1 primary	13	-6	15	-2	-12

#46 Sc1ccccc1Cl
#47 CCOC(=O)C1=C(NC(=O)CC)c2ccccc2CC12CCCC2
#48 Cc1cc2c(NC3CCCNC3)cccc2nn1 (stereo not drawn)
#49 CN(C)c1ccc([N+](=O)[O-])c2cccnc12
#50 Cc1cccc(Cc2cnc[nH]2)c1C

screen / no.	46	47	48	49	50
ASK1 inh	.	.	-48	.	.
ULK1 primary	-13	8	37	-3	1

#51 CC(C)NCC(O)c1ccc(N)c(C#N)c1 (stereo not drawn)
#52 CN(C)c1ccc(CNCCc2ccccc2)cc1
#53 OC(c1ccc(Cl)cc1)(c1ccc(Cl)cc1)C1CC1
#54 c1cnc(N2CCNCC2)nc1
#55 COc1cccc(CN(CCN(C)C)C(=O)c2nn(CC3CC3)c3cc(-c4cn[nH]c4)ccc23)c1

screen / no.	51	52	53	54	55
ASK1 inh	.	.	.	.	9
ULK1 primary	0	5	8	-6	-35

#56 CCC1(C)CC(=O)NC(=O)C1
#57 CCN(CC)CCOC(=O)C(C)(c1ccccc1)c1ccccc1
#58 CNC(C)Cc1ccccc1OC (stereo not drawn)
#59 Oc1cccc2cccnc12
#60 CC(C(=O)c1ccccc1)N(C)C (stereo not drawn)

screen / no.	56	57	58	59	60
ASK1 inh	.	.	.	.	.
ULK1 primary	3	5	13	4	-8

#61 Nc1ccccc1
#62 CCOC(=O)NC(O)C(Cl)(Cl)Cl (stereo not drawn)
#63 CC(C)(C)CC(C)(C)c1ccc(O)cc1
#64 O=C1CN=C(c2ccccn2)c2cc(Br)ccc2N1
#65 NC1=NC(=O)C(c2ccccc2)O1 (stereo not drawn)

screen / no.	61	62	63	64	65
ASK1 inh	.	.	.	.	.
ULK1 primary	-6	6	-3	1	5

#66 CC1CCC2C(C)C(=O)OC3OC4(C)CCC1C32OO4 (stereo not drawn)
#67 COc1ccc(OC)c(/C=C2\C(=O)C3CCN2CC3)c1
#68 COC1=CC=C2[C@H]3Cc4ccc(OC)c5c4[C@@]2(CCN3C)C1O5 (stereo partly drawn)
#69 CNC1(c2ccccc2Cl)CCCCC1=O (stereo not drawn)
#70 CCC(CO)NC(=O)[C@@H]1C=C2c3cccc4c3c(cn4C)C[C@H]2N(C)C1 (stereo partly drawn)

screen / no.	66	67	68	69	70
ASK1 inh	.	.	.	.	.
ULK1 primary	7	2	4	0	16

#71 O=C(COc1ccccc1)N1CCN(CC(O)COc2ccccc2)CC1 (stereo not drawn)
#72 Cc1ncsc1CCCl
#73 Cc1ncc(CNC(=O)N(CCCl)N=O)c(N)n1
#74 CCC(CC)N1CCN(Cc2cccc(F)c2)CC1
#75 CC(Cc1ccc(O)cc1)NCC(O)c1cc(O)cc(O)c1 (stereo not drawn)

screen / no.	71	72	73	74	75
ASK1 inh	.	.	.	.	.
ULK1 primary	-5	7	-7	8	0

An excerpt of these results, with two lines to a compound.
Second line of a record: ASK1 inh, ULK1 primary
5. CCN1CCN(c2c(N)cccc2Cl)CC1
  -11, 5
6. COc1ccccc1N1CCN(CCc2c[nH]c3cc4c(cc23)OCO4)CC1
  ., 14
7. CCC1(CC)C(=O)C=CNC1=O
  ., 5
8. CC(=O)O[C@@]12CO[C@@H]1C[C@H](O)[C@@]1(C)C(=O)[C@H](O)C3=C(C)[C@@H](O)C[C@@](O)([C@@H](OC(=O)c4ccccc4)C12)C3(C)C (stereo partly drawn)
  ., -5
9. CN[C@@H](C)[C@@H](O)c1ccccc1
  ., -4
10. CC(CC(C#N)(c1ccccc1)c1ccccc1)N1CCCCC1 (stereo not drawn)
  ., 10
11. CCC1(c2ccccc2)C(=O)NC(=O)NC1=O
  ., -20
12. N[C@@H](Cc1ccc(N(CCCl)CCCl)cc1)C(=O)O
  ., 4
13. C=C(C)[C@H]1Cc2c(ccc3c2O[C@@H]2COc4cc(OC)c(OC)cc4[C@@H]2C3=O)O1
  ., -5
14. Oc1ccc2[nH]cc(CCCCN3CC=C(c4ccccc4)CC3)c2c1
  ., 1
15. NCC(O)c1ccc(O)cc1 (stereo not drawn)
  ., 16
16. CC(C)NC1C2CCC(CC2)C1(O)c1ccc(Cl)c(Cl)c1 (stereo not drawn)
  ., -5
17. CC(O)(CS(=O)(=O)c1ccc(F)cc1)C(=O)Nc1ccc(C#N)c(C(F)(F)F)c1 (stereo not drawn)
  ., 0
18. CC(C)CC(N(C)C)C1(c2ccc(Cl)cc2)CCC1 (stereo not drawn)
  ., -3
19. CCC1(CCC(C)C)C(=O)NC(=O)NC1=O
  ., 9
20. CC(CO)NC(=O)C1C=C2c3cccc4[nH]cc(c34)C[C@H]2N(C)C1 (stereo partly drawn)
  ., 22
21. O=C(N/N=C/c1ccc([N+](=O)[O-])o1)c1cc([N+](=O)[O-])cc([N+](=O)[O-])c1O
  ., 25
22. COC(=O)C(Cl)C(=O)OC
  ., -4

The results go on:
#76 CCOC(=O)c1ccccc1C(=O)OCC
#77 CCCN1CCC[C@@H]2Cc3nc(N)ncc3C[C@H]21
#78 Cc1c(-[n+]2c(C)cc(-c3cccs3)cc2C)c(=O)n(-c2ccccc2)n1C
#79 O=Cc1ccccc1
#80 O=C1NC(=S)NC(=O)C1=Cc1c2ccccc2cc2ccccc12

screen / no.	76	77	78	79	80
ASK1 inh	.	.	.	.	.
ULK1 primary	12	3	4	4	6

#81 CC12CCC3c4ccc(OC(=O)N(CCCl)CCCl)cc4CCC3C1CCC2O (stereo not drawn)
#82 CCC1(CC)C(=O)NC(=O)NC1=O
#83 CC(Cc1ccccc1)NC=O (stereo not drawn)
#84 NCC(CC(=O)O)c1ccc(Cl)cc1 (stereo not drawn)
#85 CC1=C2[C@H]3OC(=O)[C@@H](C)[C@@H]3CC[C@@]2(C)C=CC1=O

screen / no.	81	82	83	84	85
ASK1 inh	.	.	.	.	.
ULK1 primary	-13	3	12	-5	-11

#86 CC(C)(C)NCC(O)c1cc(Cl)c(N)c(Cl)c1 (stereo not drawn)
#87 CC(=O)C1CCOC1=O (stereo not drawn)
#88 [N-]=[N+]=CC(=O)OC[C@H](N)C(=O)O
#89 CN1C[C@H](CNC(=O)OCc2ccccc2)C[C@@H]2c3cccc4c3c(cn4C)C[C@H]21
#90 CC(C)(O)C(=O)Nc1ccc([N+](=O)[O-])c(C(F)(F)F)c1

screen / no.	86	87	88	89	90
ASK1 inh	.	.	.	.	.
ULK1 primary	-9	-4	-11	12	9

#91 COc1cccc([C@H](C)NC(=O)c2cn(CCN3CCCC3)c3cc(-c4cn[nH]c4)ccc23)c1
#92 COc1cccc(CNC(=O)c2cn(CCN3CCCC3)c3cc(-c4cn[nH]c4)ccc23)c1
#93 c1cc2cc(N3CCNCC3)ccc2cn1
#94 COc1ccccc1N1CCNCC1
#95 COc1ccc(Cc2nccc3cc(OC)c(OC)cc23)cc1OC
#96 CC(C)N(CCC(C(N)=O)(c1ccccc1)c1ccccn1)C(C)C (stereo not drawn)
#97 CC(=O)OC1CN2CCC1CC2 (stereo not drawn)

screen / no.	91	92	93	94	95	96	97
ASK1 inh	-6	-5	7	.	.	.	.
ULK1 primary	0	-11	1	15	69*	-9	6

Assay outcomes as filed in PubChem.
